FBA Mtb inh – inhibitors of M. tuberculosis fructose-bisphosphate aldolase; AID 588726; 360,000 tested, 2.3% active; inhibition, % at 1 µM; P9WQA3; purified M. tuberculosis FBA, fluorescence read-out; in the data active means inhibition above about 27%;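 further: 0% = vehicle and 100% = reference inhibitor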
Target sequence (P9WQA3 whole entry, looked up): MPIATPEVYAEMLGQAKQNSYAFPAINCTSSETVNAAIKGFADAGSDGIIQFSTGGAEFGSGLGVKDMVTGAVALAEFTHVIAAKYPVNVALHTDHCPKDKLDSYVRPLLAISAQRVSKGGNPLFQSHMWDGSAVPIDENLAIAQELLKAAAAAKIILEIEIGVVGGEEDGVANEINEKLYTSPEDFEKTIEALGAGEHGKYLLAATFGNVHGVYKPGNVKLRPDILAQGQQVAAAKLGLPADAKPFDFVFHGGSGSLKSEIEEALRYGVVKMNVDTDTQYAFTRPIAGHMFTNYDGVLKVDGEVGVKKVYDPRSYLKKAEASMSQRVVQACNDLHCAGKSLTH
FadD28 binding – M. tuberculosis FadD28 bisubstrate binding inhibition. FadD28 bisubstrate probe binding, fluorescence polarization. inhibition, % at 12.5 µM. 360,000 tested, 0.22% active; in the data active means inhibition above about 8.5%, passing the limit was not always enough; inconclusive means no clear call, values can overlap the other calls
Rv3671c inh – inhibitors of M. tuberculosis serine protease Rv3671c. P9WHR9. inhibition, % at 5.96 µM. 320,000 tested, 0.048% active. AID 2606; in the data active means inhibition above about 38%;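 further: extracellular domain of Rv3671c used as enzyme; 0% = enzyme with DMSO and 100% = no enzyme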
PrPC TRFRET – inhibitors of human cell surface prion protein PrPC. P04156. TR-FRET read-out. inhibition, % at 13.8 µM. 370,000 tested, 0.43% active; in the data active means inhibition above about 24%; further: 0% = median of the test wells and 100% = reference compound wells
BoNT F protease – inhibitors of Botulinum neurotoxin F light chain protease; 360,000 tested, 0.22% active; Multiplex microsphere protease cleavage assay, flow cytometry; AID 588497; inhibition, % at 10 µM; in the data active means inhibition above about 35%, passing the limit was not always enough; inconclusive means no clear call, values can overlap the other calls; further: plate controls were buffer without enzyme for full effect and enzyme alone for no effect
GDH-TPI inh – counter-screen for M. tuberculosis FBA inhibitors: GDH-TPI coupled enzymes; GDH-TPI coupled enzyme counterscreen, NADH absorbance; inhibition, % at 4.8 µM; 360,000 tested, 1.2% active; in the data active means inhibition above about 30%;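 further: 0% = DMSO wells and 100% = wells lacking the enzyme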
UGM FP inh – Mtb UDP-galactopyranose mutase inhibition; P9WIQ1; purified UGM, fluorescence polarization probe displacement; inhibition, % at 10 µM; 320,000 tested, 0.06% active; in the data active means inhibition above about 10%, passing the limit was not always enough; inconclusive means no clear call, values can overlap the other calls
Target sequence (P9WIQ1 whole entry, looked up): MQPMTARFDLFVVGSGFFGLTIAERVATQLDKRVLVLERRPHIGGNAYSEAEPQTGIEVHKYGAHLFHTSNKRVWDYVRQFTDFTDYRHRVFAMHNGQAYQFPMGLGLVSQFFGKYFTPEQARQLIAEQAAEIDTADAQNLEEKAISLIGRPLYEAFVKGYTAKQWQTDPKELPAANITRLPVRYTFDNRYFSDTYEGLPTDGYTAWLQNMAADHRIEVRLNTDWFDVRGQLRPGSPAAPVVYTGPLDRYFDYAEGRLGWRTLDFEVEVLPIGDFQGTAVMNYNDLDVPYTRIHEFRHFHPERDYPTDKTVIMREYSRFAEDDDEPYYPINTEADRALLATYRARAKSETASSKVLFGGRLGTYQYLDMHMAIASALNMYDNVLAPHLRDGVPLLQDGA
MazEF act – MazEF (E. coli) toxin RNase activation; P0AE70; FAM/BHQ RNA-DNA oligo cleavage fluorescence, 5 h; activation, % at 20 µM; 350,000 tested, 0.32% active; in the data active means activation above about 50%
Target sequence (P0AE70 whole entry, looked up): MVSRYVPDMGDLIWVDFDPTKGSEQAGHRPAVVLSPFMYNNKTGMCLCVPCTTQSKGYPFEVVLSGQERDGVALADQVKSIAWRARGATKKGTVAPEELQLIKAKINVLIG
BioA inh – BioA (M. tuberculosis) enzyme inhibition. purified M. tuberculosis BioA enzyme, plate reader. inhibition, % at 9.99 µM. 360,000 tested, 0.096% active. AID 602481; in the data active means inhibition above about 40%; inconclusive means no clear call, values can overlap the other calls
* hit, by the source's call; u = inconclusive; x = no result given.

SMILES | FBA Mtb inh | FadD28 binding | Rv3671c inh | PrPC TRFRET | BoNT F protease | GDH-TPI inh | UGM FP inh | MazEF act | BioA inh
COc1ccc(-c2nnc3ccc(SCC(=O)N4CCN(c5ccccc5)CC4)nn23)cc1 | 2 | -3.1 | x | -3 | 2 | 10 | x | 0 | -0.6
CC(=O)c1sc2nc(SCC(=O)NCCc3ccccc3)[nH]c(=O)c2c1C | 29* | -0.7 | -9 | 24 | -5 | 53* | -1.0 | 1 | -1.2
COc1ccc2nc(SC(C)C(=O)NC3CCCC3)[nH]c2c1 (stereo unspecified) | 4 | 0.6 | x | -4 | 31 | 0 | x | 4 | x
CCC(C)NC(=O)CCCCCn1c(=O)[nH]c2cc(OC)c(OC)cc2c1=O (stereo unspecified) | 15 | 0.3 | 5 | -1 | -4 | 7 | 1.2 | 4 | 0.6
COc1ccc(C(=O)Nc2cccnc2)cc1S(=O)(=O)N1CCOCC1 | 6 | 1.3 | 18 | 4 | 9 | -3 | -0.9 | 4 | 35
Cc1cc(NC(=O)c2ccc(Cl)c([N+](=O)[O-])c2)no1 | 3 | -0.9 | -4 | -17 | 5 | 5 | 2.8 | -12 | -1.6
CC(Oc1ccccc1)C(=O)NNC(=O)c1cccs1 (stereo unspecified) | 4 | -4.8 | 7 | 6 | -2 | -12 | -2.6 | 6 | -0.3
CCN(CC)C(=S)Nc1ccc2nc3n(c(=O)c2c1)CCCCC3 | 12 | -3.9 | -8 | 2 | -4 | 15 | 1.8 | 0 | 0.7
CCC(c1nnc(SCC(=O)N2CC(=O)Nc3ccccc32)n1Cc1ccccc1)N(C)C (stereo unspecified) | 11 | -0.6 | -1 | 0 | 2 | -5 | 0.2 | 3 | 1.8
Nn1c(C2COc3ccccc3O2)n[nH]c1=S (stereo unspecified) | -4 | 0.0 | -16 | -10 | -6 | 9 | 0.8 | 10 | x
CN(C(=O)COc1ccccc1)C1CCS(=O)(=O)C1 (stereo unspecified) | -2 | -0.9 | 7 | 0 | 1 | -3 | 1.4 | -5 | x
O=C(COc1ccccc1Cl)NCc1ccccc1 | 1 | 0.1 | 1 | -2 | -4 | 10 | 0.1 | -5 | 1.1
COCCCNC(=O)c1c(NC(=O)C2COc3ccccc3O2)sc2c1CCCC2 (stereo unspecified) | -7 | -3.1 | 7 | 6 | x | 3 | 0.3 | -1 | -0.9
Cc1[nH]c(SCC(=O)Nc2cc(S(C)(=O)=O)ccc2Cl)nc1Cc1ccccc1 | -1 | -3.5 | -2 | 7 | -9 | 12 | -1.6 | 1 | 0.4
CCCCOP(=O)(OCCCC)C(Nc1ccccc1)c1ccc2c(c1)OCO2 (stereo unspecified) | -3 | -4.5 | -1 | 3 | -6 | 1 | 0.0 | -4 | x
CC(C)(C)OC(=O)NCCCCCc1nnc(SCc2ccc(F)cc2)o1 | 5 | -1.9 | -10 | 1 | u | -3 | 1.7 | -3 | -4.1
CCCn1c(CC)nc([N+](=O)[O-])c1S(=O)(=O)c1ccccc1 | 1 | -0.2 | -7 | -2 | -7 | 8 | 2.1 | -2 | -2.6
COc1ccc(NC(=O)c2cccnc2Cl)c(S(=O)(=O)N2CCOCC2)c1 | 0 | -1.4 | -6 | 4 | 4 | 10 | 6.4 | 14 | 9.1
COc1ccc(C(=O)c2cnc(/N=C/N(C)C)s2)cc1 | 2 | -0.5 | -16 | -20 | 5 | 33* | 2.5 | 12 | x
CCS(=O)(=O)Nc1ccc(C2=NN(C(=O)c3ccco3)C(c3cccc(F)c3)C2)cc1 (stereo unspecified) | 5 | -8.0 | -20 | 14 | -5 | 24 | -0.3 | 7 | x
O=C(NC(=O)c1c(F)cccc1F)O/N=C1\CCCc2occc21 | 0 | 1.3 | -8 | 0 | u | 1 | -1.5 | 1 | -0.7
O=S(=O)(NCCc1cn2ccccc2n1)c1ccc(-c2ccccc2)cc1 | -1 | -7.5 | -6 | -2 | -2 | 6 | 0.7 | -3 | -1.5
O=C1NC(=O)C(CC(=O)N(Cc2cccs2)C2(C(=O)NC3CCCCC3)CCCCC2)N1 (stereo unspecified) | -1 | -2.1 | -3 | -5 | -8 | 9 | -1.2 | 6 | x
Cc1cccc(NC(=O)CSCC(=O)N(C)Cc2ccc(Cl)c(Cl)c2)c1 | 0 | -3.5 | -5 | 0 | 0 | -2 | -0.3 | 3 | 0.3
c1ccc2c(-c3nn[nH]n3)cccc2c1 | -3 | 0.0 | -4 | 6 | -15 | -3 | 4.3 | 4 | x

7 successive compounds already listed:
SMILES | FBA Mtb inh | FadD28 binding | Rv3671c inh | PrPC TRFRET | BoNT F protease | GDH-TPI inh | UGM FP inh | MazEF act | BioA inh
COc1ccc(-c2nnc3ccc(SCC(=O)N4CCN(c5ccccc5)CC4)nn23)cc1 | 2 | -3.1 | x | -3 | 2 | 10 | x | 0 | -0.6
CC(=O)c1sc2nc(SCC(=O)NCCc3ccccc3)[nH]c(=O)c2c1C | 29* | -0.7 | -9 | 24 | -5 | 53* | -1.0 | 1 | -1.2
COc1ccc2nc(SC(C)C(=O)NC3CCCC3)[nH]c2c1 (stereo unspecified) | 4 | 0.6 | x | -4 | 31 | 0 | x | 4 | x
CCC(C)NC(=O)CCCCCn1c(=O)[nH]c2cc(OC)c(OC)cc2c1=O (stereo unspecified) | 15 | 0.3 | 5 | -1 | -4 | 7 | 1.2 | 4 | 0.6
COc1ccc(C(=O)Nc2cccnc2)cc1S(=O)(=O)N1CCOCC1 | 6 | 1.3 | 18 | 4 | 9 | -3 | -0.9 | 4 | 35
Cc1cc(NC(=O)c2ccc(Cl)c([N+](=O)[O-])c2)no1 | 3 | -0.9 | -4 | -17 | 5 | 5 | 2.8 | -12 | -1.6
CC(Oc1ccccc1)C(=O)NNC(=O)c1cccs1 (stereo unspecified) | 4 | -4.8 | 7 | 6 | -2 | -12 | -2.6 | 6 | -0.3

(next part)
SMILES | FBA Mtb inh | FadD28 binding | Rv3671c inh | PrPC TRFRET | BoNT F protease | GDH-TPI inh | UGM FP inh | MazEF act | BioA inh
CCOc1cc(N2CCOCC2)c(OCC)cc1NC(=O)C1=COCCO1 | -2 | -3.8 | -5 | 2 | -8 | 0 | x | 4 | 2.3
COC(=O)NNC(=O)COc1ccc2ccccc2c1Br | 10 | -0.7 | 2 | 34* | -5 | -3 | 2.3 | 1 | -0.9
O=[N+]([O-])c1cccc(-c2ccc3nnc(SCc4cccnc4)n3n2)c1 | 0 | -3.2 | x | -19 | -6 | 6 | x | 2 | 1.2
O=C(COC(=O)c1ccccc1O)Nc1cccnc1Cl | 1 | -0.8 | 6 | 6 | -3 | 9 | 1.6 | -3 | x
CC(=O)c1ccc(OCC(O)CN2CCN(S(=O)(=O)c3c(C)cc(C)cc3C)CC2)cc1 (stereo unspecified) | 1 | x | x | -8 | 28 | -3 | -1.2 | -1 | 1.0
FC(F)C(F)(F)Oc1cccc(Nc2nccn3c(-c4cc(C(F)(F)F)cc(C(F)(F)F)c4)cnc23)c1 | 0 | -0.4 | x | -3 | -3 | 13 | x | x | -3.3
C/C(=N\Nc1ccc2nncn2n1)c1cccs1 | 2 | -2.1 | 3 | 1 | 1 | 35* | -1.3 | 0 | 1.5
COc1cc(/C=C2\C(=N)N3N=C(C)SC3=NC2=O)cc(OC)c1OCCOc1ccccc1C | 2 | -0.3 | 1 | 3 | 55* | 13 | 1.7 | 0 | 11
Nc1c2nc(-c3ccccc3)[nH]c(=O)c2nc(=O)n1-c1ccccc1 | 7 | -3.2 | 5 | -8 | -8 | -1 | 1.0 | 34 | -1.7
CC12CN3CC(C)(CN(C1)C3c1cccs1)C2 (stereo unspecified) | -2 | -1.4 | -4 | 2 | 1 | 3 | -1.4 | -4 | -1.1
O=C(NNc1ccccc1)C(CCO)C(=O)NNc1ccccc1 | 2 | -2.6 | 4 | 15 | 1 | 7 | 0.5 | -12 | x
Cc1ccc(-n2c(CCc3nc4ccccc4[nH]3)n[nH]c2=S)cc1 | -4 | 0.8 | -5 | -8 | 3 | 0 | 1.1 | 0 | x
O=C(Cc1ccc(Br)cc1)NCCCn1ccnc1 | 1 | -1.5 | -2 | 5 | u | -5 | 0.6 | 10 | 1.7
COC(=O)c1sc(-c2ccc(Cl)cc2)cc1NC(=O)/C=C/C(=O)O | 0 | -2.5 | -1 | 2 | x | 21 | 0.2 | -8 | 1.0
Oc1ccc(C(=S)N2CCCC2)cc1 | 1 | -2.1 | -5 | -2 | u | 3 | 0.1 | 6 | 1.8
CCOC(=O)CCCCCC(=O)Nc1ccc2c(c1)C(=O)N([C@@H](C)CO)C[C@H](C)[C@H](CN(C)C(=O)c1ccccc1)OCCCC[C@H](C)O2 | -1 | -2.5 | x | 0 | 2 | 0 | x | 5 | -0.4
CCOC(=O)N1CCC(NC(=O)C2CCN(S(=O)(=O)N3CCCC3)CC2)CC1 | 4 | 1.4 | 2 | 2 | -8 | 7 | 1.3 | 6 | -0.3
Cc1nn(C(C)C(=O)NC2C(=O)N3C(C(=O)O)=C(CSc4nnnn4C)CSC23)cc1Cl (stereo unspecified) | -2 | -2.2 | -3 | 9 | 2 | -4 | -1.5 | 0 | 0.4
CCn1cnc2sc(C(=O)Oc3cccc(C)c3)c(C)c2c1=O | -2 | -4.5 | 11 | 3 | 5 | -4 | -0.5 | -18 | -2.0
CCNC(=O)C1(C)CCCN(Cc2cccc(Oc3ccccc3)c2)C1 (stereo unspecified) | 4 | -2.4 | x | x | 5 | 11 | x | x | 1.3
COc1ccc2c(c1)nc(SCC(=O)c1cccs1)n2C | 2 | -0.3 | 2 | -1 | 3 | 10 | -4.0 | 3 | 0.9
Cc1cccc(CC(=O)NCCN2CCOCC2)c1 | -2 | 0.7 | 1 | -8 | 16 | -6 | 2.4 | 10 | -2.1
CC(C)C(NC(=O)c1ccc(C(C)(C)C)cc1)C(=O)OCC(=O)NC(=O)Cc1ccccc1 (stereo unspecified) | -4 | -2.1 | -16 | 8 | -2 | 0 | 1.4 | -2 | -1.5
FC(F)(F)C(F)(F)c1nnc2ccc(-n3ccnc3)nn12 | -2 | -0.8 | -3 | 0 | -3 | 4 | 2.0 | -7 | 0.1
NNC(=O)c1oc2ccccc2c1-n1cccc1 | 3 | -3.6 | 5 | 12 | -10 | 21 | 0.2 | -4 | -1.8
CCC(C)NC(=O)[C@H]1N2C(=O)c3c(ccc(OC)c3OC)C2SC1(C)C (stereo partly specified) | 7 | x | 7 | -3 | -6 | 7 | 1.3 | -6 | -1.4
COc1ccc(-n2nc(C(=O)NCC(=O)NCCc3ccc(OC)c(OC)c3)c3ccccc3c2=O)cc1Cl | 0 | -2.0 | -14 | -11 | -24 | 11 | -0.3 | -7 | x
Clc1ccc(/C=C/c2ncc3ccccn23)cc1 | 10 | -0.2 | 1 | 1 | -16 | 4 | 4.0 | 13 | x
CCNc1nc(NCC)n2c(SCc3ccc(F)cc3)nnc2n1 | 0 | 0.4 | -3 | 6 | 3 | -1 | -0.6 | 3 | 6.5

Reformatted as labelled records: entries from further up
CCOc1cc(N2CCOCC2)c(OCC)cc1NC(=O)C1=COCCO1
  FBA Mtb inh: -2; FadD28 binding: -3.8; Rv3671c inh: -5; PrPC TRFRET: 2; BoNT F protease: -8; GDH-TPI inh: 0; UGM FP inh: x; MazEF act: 4; BioA inh: 2.3

NNC(=O)c1oc2ccccc2c1-n1cccc1
  FBA Mtb inh: 3; FadD28 binding: -3.6; Rv3671c inh: 5; PrPC TRFRET: 12; BoNT F protease: -10; GDH-TPI inh: 21; UGM FP inh: 0.2; MazEF act: -4; BioA inh: -1.8

O=C(Cc1ccc(Br)cc1)NCCCn1ccnc1
  FBA Mtb inh: 1; FadD28 binding: -1.5; Rv3671c inh: -2; PrPC TRFRET: 5; BoNT F protease: u; GDH-TPI inh: -5; UGM FP inh: 0.6; MazEF act: 10; BioA inh: 1.7

O=C(NNc1ccccc1)C(CCO)C(=O)NNc1ccccc1
  FBA Mtb inh: 2; FadD28 binding: -2.6; Rv3671c inh: 4; PrPC TRFRET: 15; BoNT F protease: 1; GDH-TPI inh: 7; UGM FP inh: 0.5; MazEF act: -12; BioA inh: x

An unsorted share of the library. Share with any hit: about 4.8%.
